Screening data deposited in PubChem by The Scripps Research Institute Molecular Screening Center.
FBW7 act: activators of human E3 ligase FBW7. actives 0.13% (n = 650,000). Q969H0. AlphaScreen FBW7–phospho-cyclin E peptide binding, activator screen. normalized activity (activation), % at 26.1 µM; in the data active = normalized activity above about 1.9%;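 note: purified mutant Fbw7 with reduced substrate affinity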
Target sequence (Q969H0 whole entry, looked up): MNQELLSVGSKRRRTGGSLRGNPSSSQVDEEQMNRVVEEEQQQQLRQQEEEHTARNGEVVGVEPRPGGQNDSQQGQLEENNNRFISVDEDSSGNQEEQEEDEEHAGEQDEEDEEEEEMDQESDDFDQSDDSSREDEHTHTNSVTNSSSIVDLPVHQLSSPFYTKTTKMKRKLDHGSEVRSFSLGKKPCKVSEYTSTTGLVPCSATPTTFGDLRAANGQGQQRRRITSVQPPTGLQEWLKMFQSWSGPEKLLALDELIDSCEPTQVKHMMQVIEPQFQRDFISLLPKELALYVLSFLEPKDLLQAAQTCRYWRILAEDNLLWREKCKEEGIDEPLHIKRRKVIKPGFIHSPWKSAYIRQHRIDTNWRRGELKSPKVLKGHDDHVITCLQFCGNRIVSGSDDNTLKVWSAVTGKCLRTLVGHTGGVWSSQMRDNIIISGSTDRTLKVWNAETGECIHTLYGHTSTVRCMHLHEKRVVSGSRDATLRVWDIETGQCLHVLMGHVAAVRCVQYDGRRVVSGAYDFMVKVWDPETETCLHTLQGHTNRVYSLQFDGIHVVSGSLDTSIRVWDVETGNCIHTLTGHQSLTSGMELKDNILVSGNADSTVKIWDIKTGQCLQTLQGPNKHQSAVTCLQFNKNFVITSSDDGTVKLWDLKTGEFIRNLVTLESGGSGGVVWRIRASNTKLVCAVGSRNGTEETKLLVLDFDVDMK
GPR151 ag: activators of human GPR151. Q8TDV0. PathHunter beta-arrestin GPR151 cells, luminescence. activation, % at 11.2 µM. actives 1% (n = 650,000); in the data active = activation above about 4.9%;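 note: 0% = median of compound wells and 100% = cells with positive control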
Target sequence (Q8TDV0 whole entry, looked up): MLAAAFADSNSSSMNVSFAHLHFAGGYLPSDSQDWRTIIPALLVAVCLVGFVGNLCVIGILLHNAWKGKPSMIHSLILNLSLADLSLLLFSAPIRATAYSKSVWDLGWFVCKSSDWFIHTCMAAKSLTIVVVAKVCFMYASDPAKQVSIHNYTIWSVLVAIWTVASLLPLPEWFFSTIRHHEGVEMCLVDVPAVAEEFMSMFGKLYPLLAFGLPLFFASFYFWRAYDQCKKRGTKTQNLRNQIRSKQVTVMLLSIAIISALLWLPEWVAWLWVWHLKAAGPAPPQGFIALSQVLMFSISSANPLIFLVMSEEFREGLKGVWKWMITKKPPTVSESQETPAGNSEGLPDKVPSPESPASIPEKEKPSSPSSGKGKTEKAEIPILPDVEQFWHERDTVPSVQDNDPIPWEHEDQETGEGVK
TEAD-YAP block: TEAD-YAP interaction inhibition; HEK-TIYL cells, TEAD-Gal4/YAP UAS-luciferase luminescence; inhibition, % at 9.12 µM; actives 1.4% (n = 640,000); in the data active = inhibition above about 32%;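 note: 0% = median of test compound wells and 100% = reference inhibitor wells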
MITF inh: inhibitors of human MITF; O75030; AlphaScreen MITF homodimerization, bead proximity signal; inhibition, % at 2.6 µM; actives 0.91% (n = 650,000); in the data active = inhibition above about 50%;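 note: 0% = vehicle wells with protein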
Active calls of the source: *; . = no result given.

SMILES	FBW7 act	GPR151 ag	TEAD-YAP block	MITF inh
CCOc1ccc(-c2c(C)sc3nc[nH]c(=O)c23)cc1	0.0	-0.5	9.6	-4.1
Cc1ccnc2c(N3C(=O)C4C5C=CC(C5)C4C3=O)cccc12 (stereo not drawn)	-0.3	-1.7	-7.0	-3.7
CCOc1ccccc1Nc1nnc(SC(C)C(=O)N2CCC(C)CC2)s1 (stereo not drawn)	-0.1	1.8	2.7	5.9
COCCNc1c(-c2ccc(N3CCCCC3)cc2)nc2cnccn12	-0.2	0.6	-47.7	-11.1
CCOc1ccc(-n2c(=S)sc3c(=O)n(-c4ccccc4)c(SCc4nc5ccccc5[nH]4)nc32)cc1	0.8	-2.6	1.6	-4.5
COc1ccc(NC(=O)/C(C#N)=C/c2cccc(O)c2)cc1	0.1	-1.4	1.0	2.7
COc1ccccc1-c1coc2cc(OC(=O)c3ccc(Cl)cc3)ccc2c1=O	-0.2	1.5	-0.2	-2.1
O=c1c2cc(I)ccc2nc(/C=C/c2c(O)ccc3ccccc23)n1-c1ccccc1	0.2	2.4	0.5	-1.5
Cc1nc(-c2coc3cc(O)cc(C)c3c2=O)cs1	-0.1	-3.7	-33.9	-6.6
CCCNC(=O)N1C2=NC(C(=O)OC)=C(C(=O)OC)[C@@H]3N(C)c4ccccc4[C@]23C[C@H]1C(=O)OC	-0.1	0.6	.	0.5
CCOC(=O)C1=C(N)OC2=C(C(=O)CC(C)(C)C2)C1c1ccoc1 (stereo not drawn)	0.1	0.0	6.3	4.7
Cc1cccc(N2C(=O)CN=C2Nc2ccc(F)cc2)c1	0.0	0.1	1.3	11.6
CCN(CC)S(=O)(=O)c1ccc(S(=O)(=O)N2CCC(N3CCCCC3)CC2)cc1	-0.1	1.6	7.2	-11.0
CC(=O)CSc1nnc(-c2ccc(S(=O)(=O)NCc3cccs3)cc2)o1	-0.1	-0.1	15.9	-2.9
C=C(C)C(=O)Nc1cccc(C(C)=O)c1	-0.1	0.3	7.9	11.4
CCNC(=O)N1CCN(Cc2ccc3c(c2)OCO3)CC1C(=O)NC (stereo not drawn)	-0.1	-0.4	-1.6	-1.9
O/N=C(\Cc1nc2ccccc2[nH]1)c1ccccc1	0.0	-1.5	-13.7	11.8
CC(C)NC(=O)c1cccn2c(=O)c3c4c(sc3nc12)CCCC4	-0.1	-0.6	-1.4	1.6
O=C1CSC(c2cccc(F)c2)N1c1ccccc1 (stereo not drawn)	-0.1	0.4	-12.0	1.9
O=C(Nc1ccnn1C1CCN(Cc2c(F)cccc2Cl)CC1)C1CCCC1	-0.1	-0.2	3.4	6.2
COc1ccccc1C1C(C(=O)c2cccs2)=C(O)C(=O)N1c1ccccn1 (stereo not drawn)	-0.3	-1.8	-1.5	7.5
COc1ccc(/C(C)=N\n2cnnc2)cc1	0.0	0.2	7.7	-1.2
O=[N+]([O-])c1cc(C(=S)N2CCOCC2)cc(I)c1O	0.0	0.6	3.0	15.1
COc1ccc(C(=O)NC(C)Cc2cnccn2)cc1OC1CCN(C(C)C)CC1 (stereo not drawn)	0.0	0.1	-3.1	4.5
COc1ccc(C2SCCN2S(=O)(=O)c2ccc(Cl)c(Cl)c2)cc1 (stereo not drawn)	0.1	-0.4	-4.7	-13.3
O=S(=O)(c1cc(Cl)ccc1Br)N1CCCCC1	-0.1	0.8	3.3	-24.2
Cc1ccc(S(=O)(=O)N(CC(=O)NC2CCCC2)c2ccccc2F)cc1	-0.1	-0.9	-2.0	-13.2
O=C(c1cc2cc([N+](=O)[O-])ccc2s1)N1CCOCC1	0.1	0.4	-4.9	12.9
COc1ccccc1CN1CCC(C(=O)N2CCN(c3ccccc3F)CC2)CC1	0.0	0.0	9.3	40.6
Fc1ccc(-c2nc3n(c2NCC2CCCO2)CCNC3)cc1 (stereo not drawn)	-0.1	-0.7	-14.0	-3.1

Four entries from above in another layout.
COc1ccc(/C(C)=N\n2cnnc2)cc1
  FBW7 act = 0.0
  GPR151 ag = 0.2
  TEAD-YAP block = 7.7
  MITF inh = -1.2

CCNC(=O)N1CCN(Cc2ccc3c(c2)OCO3)CC1C(=O)NC (stereo not drawn)
  FBW7 act = -0.1
  GPR151 ag = -0.4
  TEAD-YAP block = -1.6
  MITF inh = -1.9

COc1ccccc1C1C(C(=O)c2cccs2)=C(O)C(=O)N1c1ccccn1 (stereo not drawn)
  FBW7 act = -0.3
  GPR151 ag = -1.8
  TEAD-YAP block = -1.5
  MITF inh = 7.5

O=C(c1cc2cc([N+](=O)[O-])ccc2s1)N1CCOCC1
  FBW7 act = 0.1
  GPR151 ag = 0.4
  TEAD-YAP block = -4.9
  MITF inh = 12.9

Later entries:
SMILES	FBW7 act	GPR151 ag	TEAD-YAP block	MITF inh
O=C(COc1cccnc1[N+](=O)[O-])NCc1ccco1	0.4	-0.7	2.3	10.5
CCc1ccc(C2C(C#N)=C(N)N(c3cccc([N+](=O)[O-])c3)C3=C2C(=O)CCC3)s1 (stereo not drawn)	0.2	0.9	14.4	8.1
Nc1nc(-c2ccc(Cl)s2)c(C2(O)C(=O)Nc3c(Cl)cc(Cl)cc32)s1 (stereo not drawn)	0.1	1.6	-7.6	0.9
C=CCn1c(N2CCC(C(=O)NCc3nc4ccccc4[nH]3)CC2)nc2ccccc21	-0.1	-0.8	11.8	2.6
O=C(CCc1nnc(-c2ccc3c(c2)OCO3)o1)N1CCC(OCc2ccccc2)CC1	1.0	0.8	-58.4	1.2
COc1cc(C(=O)NC(=S)Nc2cccc(Cl)c2C)cc(OC)c1OC	0.0	0.2	5.7	17.3
Cc1cc(C)c(S(=O)(=O)Nc2ccncc2)cc1C	-0.1	-0.6	-3.9	-4.5
COc1cc(Nc2nc(N)c3ncn(CCN4CCCC4=O)c3n2)cc(OC)c1OC	-0.2	-2.0	6.6	4.0
CCCCc1c(C)c(C#N)c2nc3ccccc3n2c1-n1ccnc1	-0.2	-0.9	-3.3	-5.2
COc1cc(/C=N/n2cnnc2)cc(Cl)c1O	0.1	-0.3	4.3	20.7
COc1cccc(-c2ccc(Cn3c(C)nc4cc(N)c(C)nc43)cc2)c1	0.0	-1.2	-2.5	8.3
COc1cccc2c(Nc3cccc(O)c3)cc(C)nc12	-0.2	0.2	-1.5	6.8
CC(C)(C)c1nnc(Nc2cc(Cl)cc(Cl)c2)[nH]c1=O	0.8	0.2	1.9	1.1
CCCC(=O)NC(=S)Nc1cccc(-c2nn3c(C)nnc3s2)c1	0.2	0.1	2.0	22.5
Cc1ccc2[nH]c3c(=O)n(CCCN4CCCCC4C)cnc3c2c1 (stereo not drawn)	0.0	-0.6	5.3	-3.9
CC(C)C(OC(=O)/C=C/c1cccc(F)c1)C(=O)NC(N)=O (stereo not drawn)	0.1	1.5	-3.2	0.8
CC1CN(CCC(=O)NCc2cc3ccccc3[nH]2)Cc2ccccc2O1 (stereo not drawn)	0.0	2.0	6.5	-0.3
CN1CCN(C2=NC(=O)/C(=C/c3ccc(N(C)C)cc3)S2)CC1	0.6	-1.2	-6.3	21.3
CC1CC(Nc2ccccc2)c2ccccc2N1C(=O)C(C)(C)C (stereo not drawn)	0.8	-1.6	6.1	1.2
CCC(C)(C)c1ccc(C(C)(C)CC)c(NC(=O)c2ccc3ccccc3c2O)c1	0.4	-1.9	0.2	5.5
O=C1CCC(CCC(=O)N2CCc3c(Cl)cccc3C2)(Cc2ccco2)N1 (stereo not drawn)	0.1	0.3	2.9	-11.0
CC(=O)N(c1ccccc1)C1SC(=O)N(c2ccccc2)C1=O (stereo not drawn)	-0.1	1.7	-0.5	17.9
FC(F)(F)c1ccc(Nc2nc(NC3CCN(Cc4ccccc4)CC3)c3ncn(C4CCCCC4)c3n2)cc1	-0.1	1.5	5.0	-8.4
CCOC(=O)C1CCN(C(=O)COC(=O)c2ccc(O)cc2)CC1	0.3	0.6	8.4	3.8
COc1cccc(C2CC(c3cccc(Cl)c3)n3nc(N)nc3N2)c1 (stereo not drawn)	0.2	1.5	-4.9	2.6
CCc1cccc2c(C(=O)COC(=O)C3=NNC(=O)CC3)c[nH]c12	-0.2	1.6	-8.0	-7.2
CCOc1ccc(NC(=O)CSc2nnc(COc3cccc(C)c3)n2C)cc1	0.2	-1.9	-1.8	4.8
CCSc1nnc(NC(=O)CS(=O)(=O)c2c[nH]c3ccccc23)s1	0.1	1.7	7.9	-7.8
CCCCc1ccc(C(=O)Nc2cccc(NC(=O)c3ccc(CCCC)cc3)n2)cc1	0.1	0.4	4.3	8.2
O=[N+]([O-])c1ccc(N2CCc3ccccc3C2)nc1	-0.1	0.1	-14.9	6.8
COC(=O)c1ccc(SCC(=O)NCCc2ccccc2)c([N+](=O)[O-])c1	-0.1	1.0	-3.4	18.5
COCCNC(=O)C(c1ccc(C)cc1)N(C(=O)c1csnn1)C1CCCCC1 (stereo not drawn)	0.0	-0.3	1.9	1.5
Cc1ccc(C2=N/C(=C\c3ccco3)C(=O)O2)cc1	-0.2	-1.3	-8.5	2.3
COc1ccc2[nH]c(C)c(C(=O)CCl)c2c1	-0.4	0.7	11.3	0.6
Cc1ccc(C(O)CN2C3=NCCN3c3ccccc32)cc1 (stereo not drawn)	-0.1	-1.0	24.1	-13.6
CCOC(=O)C1=C(C)NC2=C(C(=O)CCC2)C1c1coc2ccccc2c1=O (stereo not drawn)	-0.5	-0.3	14.6	-10.5
O=[N+]([O-])c1c(NCc2ccccc2)cc(N2CCCCC2)c2nonc12	0.1	1.5	-3.3	12.6
CN(C)c1ccc(CNCc2cccs2)cc1	0.1	-1.0	-11.1	3.9
CC(=O)NCC(c1ccco1)S(=O)(=O)c1cccs1 (stereo not drawn)	0.6	2.9	9.9	-1.8
COc1ccc(CN2CCN(Cc3ccccc3Br)CC2)c(OC)c1OC	-0.1	-1.0	-6.3	80.9*
O=C(Nc1ccc(Cl)c(Cl)c1)c1ccccc1O	0.0	-0.8	9.1	6.0
O=C(CSc1cccc[n+]1[O-])c1ccc(OC(F)F)cc1	0.7	-0.1	-16.2	17.5
Cc1cc(C)cc(NC(=O)C2OC3OC(C)(C)OC3C3OC(C)(C)OC23)c1 (stereo not drawn)	-0.2	0.4	-5.6	-12.9
CCCOc1ccc(/C=C/C(=O)Nc2ncn[nH]2)cc1OC	0.1	0.9	1.1	4.6
O=[N+]([O-])c1cc(CN2CCCCC2)ccc1O	-0.1	1.1	-5.0	-24.2
CCCNC(=O)NC(C)C12CC3CC(CC(C3)C1)C2 (stereo not drawn)	0.2	0.5	-9.8	-1.5
Cc1cc(Cl)ccc1N(CC(=O)NC1CCCC1)S(C)(=O)=O	-0.1	-0.6	-0.9	-9.4
COCCN(CCOC)c1nc(-c2ccc(C)cc2)nc2ccccc12	0.2	-0.4	-43.1	3.2
CC(Oc1ccc(Cl)cc1Cl)C(=O)Nc1ccc(F)c([N+](=O)[O-])c1 (stereo not drawn)	0.5	-0.5	15.5	-1.2
COc1ccccc1Nc1nc(-c2ccccc2F)nc2ccccc12	0.1	-1.6	1.6	-16.0
CCCN(CCC)CCNS(=O)(=O)c1cc2c(cc1C)NC(=O)CO2	0.0	-0.4	0.5	-9.8
CC(C(=O)NCC1CCC2(CCN(Cc3ccccc3)CC2)O1)N1CCOCC1 (stereo not drawn)	0.2	-0.8	-4.3	10.7
Cc1cc(C(=O)Nc2cccc3ccc(-n4ccnc4)nc23)no1	0.0	-0.8	14.4	12.6
CC(C)(C)c1ccc(OCC(=O)Nc2ccccc2[N+](=O)[O-])cc1	0.1	-0.3	2.8	9.6
CCCCCOc1ccc(OC(=O)c2ccc(-c3ccc(CC)cn3)cc2)cc1	-0.1	1.0	2.5	7.0
Cc1cn(-c2ccccc2)c2nc(-c3ccc4c(c3)OCO4)cc(C(=O)NN)c12	0.1	-0.4	-6.1	-1.1
Cc1ccc2c(c1)c1c3n2CCN(CC(=O)c2ccc(Br)cc2)C3CCC1 (stereo not drawn)	0.0	-0.7	7.4	-4.0
Cc1ccc(-n2nnc3c(=O)n(CC(=O)c4ccc(Cl)cc4)cnc32)cc1	0.1	-1.6	-0.8	18.6
O=c1cc(CSc2ncnc3scc(-c4ccccc4)c23)nc2sccn12	0.0	3.8	0.3	7.8
OCn1nc(-c2ccccc2Cl)oc1=S	-0.2	0.2	-11.0	-6.8

A stretch from further up, as a working copy:
SMILES	FBW7 act	GPR151 ag	TEAD-YAP block	MITF inh
O=c1cc(CSc2ncnc3scc(-c4ccccc4)c23)nc2sccn12	0.0	3.8	0.3	7.8
OCn1nc(-c2ccccc2Cl)oc1=S	-0.2	0.2	-11.0	-6.8

Later entries:
SMILES	FBW7 act	GPR151 ag	TEAD-YAP block	MITF inh
CCC1CCCCN1CCCNC(=O)CCCOc1cc(=O)n(C)c2ccccc12 (stereo not drawn)	-0.1	-0.1	13.1	-13.3
O=C(CCC(=O)OCC(=O)c1ccc([N+](=O)[O-])cc1)Nc1nc(-c2ccccc2)cs1	-0.3	-0.9	11.8	-3.9
Cc1c2c(nc3sc4c(O)cc(=O)[nH]c4c13)CCC2	0.3	1.5	-5.5	-5.3
Cc1noc(-c2ccc(NC(=O)c3ccco3)cc2)n1	0.0	-7.7	-20.2	-1.6
Cc1ccc(C(=O)NNC(=S)NC(=O)c2ccco2)cc1	-0.4	-1.0	-6.9	6.5
O=C(Nc1ccc(-c2nc3ccccc3o2)cc1)C1CCN(C(=O)C2CCOC2)CC1 (stereo not drawn)	0.1	-0.1	-2.9	14.7
O=C1OC(/C=C/c2cccc(Cl)c2Cl)=NC/1=C\c1coc2ccccc2c1=O	0.1	1.2	-9.3	1.1
COCCN(Cc1nc(-c2ccc(OC)cc2)no1)C(C)C	-0.1	1.8	-12.3	-0.8
CCC(c1nnnn1C1CCCC1)N(CCCO)Cc1cc2cc(C)ccc2[nH]c1=O (stereo not drawn)	-0.1	-1.0	-3.6	-2.6
Cc1ccc(N(CC#N)C(=O)C[n+]2ccccc2)cc1	0.0	2.2	0.0	-0.6
COc1ccc(S(=O)(=O)NN=C2CCCCC2)cc1	-0.1	0.2	0.7	-1.3
